Source: PubChem
ELG1 DNA repair – ELG1-dependent DNA repair inhibition | HEK293T ELG1-luciferase reporter, luminescence, 16 h; DNA damage induced by 5-fluorouridine | Potency, µM (series often up to 46.1 µM), without a hit: at the highest dose activity change, negative = inhibition, usual class: inhibitors | 330,000 tested, 2.3% active | AID 504467; further: potency means the concentration at half of the fitted maximal effect; on the % scale 0 is the no-effect control and ±100 the full control effect; nearly all actives have a fitted effect of over 55% in size
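Reporter activity after DNA damage by 5-fluorouridine is monitored. Compound-treated cells incubate 16 hr at 37 °C, then ONE-Glo is added for 30 min before luminescence reading.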
NPC1 prom act – activates the NPC1 promoter. Huh7 NPC1 promoter luciferase reporter, 24 h. Potency, µM (highest dose often 9.22 µM), inactives show top-dose activation, actives largely listed as activators. 320,000 tested, 2.4% active;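 further: potency means the concentration at half of the fitted maximal effect; % of control where 0% means no effect; nearly all actives have a fitted effect of over 60% in size; reporter is driven by a mutant NPC1 promoter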
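Readout is luciferase luminescence, reflecting NPC1 promoter activation in stably transfected Huh7 cells after 24 h compound exposure at 37 °C in reduced-serum medium with 10% FBS.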
RORg inh – ROR gamma (mouse) transcription inhibition; AID 2551; 310,000 tested, 5.4% active; Drosophila S2 Gal4-RORgamma UAS-luciferase reporter, 20 h; Potency, µM (doses to about 53.6 µM), without a hit: top-dose activity change, negative = inhibition, hits mostly inhibitors; further: potency means the concentration at half of the fitted maximal effect; on the % scale 0 is the no-effect control and ±100 the full control effect; nearly all actives have a fitted effect of over 60% in size
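ROR gamma transcriptional activity was tracked as Gal4-UAS luciferase output in stably transfected Drosophila Schneider cells, with compound added 1 hr before 700 uM copper sulfate induction and a 20 hr ambient-temperature incubation.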
TRPV1 agonist – activates the human vanilloid receptor TRPV1. 320,000 tested, 0.19% active. AID 540275. activation, % at 8.33 µM. TRPV1-expressing cells, Fluo-8 calcium influx, agonist mode. Q8NER1; in the data active means activation above about 80%; inconclusive means between about 30% and that limit; further: 0% is about no effect
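Cells expressing TRPV1 were dye-loaded with Fluo-8 and read kinetically: 10 s baseline, 3 min after compound (agonist portion), then 2 min after EC20 capsaicin (allosteric enhancer portion). Calcium-bound dye fluorescence at 480/520 nm.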
FLuc counter – firefly luciferase modulation, counter-screen for miR-21 project; Potency, µM (series often up to 57.5 µM), without a hit: at the top dose activity change, negative = inhibition, most hits filed as inhibitors; AID 588342; purified FLuc, Km substrates, luminescence inhibition; P08659; 360,000 tested, 6.9% active;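 further: potency means the concentration at half of the fitted maximal effect; plate controls were vehicle for no effect and reference inhibitor for full effect; nearly all actives have a fitted effect of over 55% in size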
Target sequence (P08659 whole entry, looked up): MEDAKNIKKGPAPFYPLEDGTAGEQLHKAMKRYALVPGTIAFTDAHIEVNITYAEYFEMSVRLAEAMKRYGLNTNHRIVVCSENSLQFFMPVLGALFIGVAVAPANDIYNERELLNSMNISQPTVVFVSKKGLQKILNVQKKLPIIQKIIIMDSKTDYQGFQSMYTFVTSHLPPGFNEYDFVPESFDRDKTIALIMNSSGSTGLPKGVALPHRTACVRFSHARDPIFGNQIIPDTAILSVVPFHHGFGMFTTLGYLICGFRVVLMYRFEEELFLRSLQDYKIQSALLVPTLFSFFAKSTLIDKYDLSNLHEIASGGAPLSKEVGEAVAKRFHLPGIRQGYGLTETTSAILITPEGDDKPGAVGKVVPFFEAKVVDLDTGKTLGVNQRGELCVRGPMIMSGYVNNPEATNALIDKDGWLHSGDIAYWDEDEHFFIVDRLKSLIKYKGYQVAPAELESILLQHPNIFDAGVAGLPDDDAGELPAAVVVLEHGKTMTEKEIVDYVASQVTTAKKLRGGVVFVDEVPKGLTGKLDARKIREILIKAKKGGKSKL
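Purified P. pyralis luciferase (10nM final) with 10uM D-luciferin and 10uM ATP (Km levels) in 50mM Tris acetate pH 7.5, 10mM Mg acetate, 0.01% Tween-20, 0.05% BSA; qHTS 6-point titration, ~60 µM downward; luminescence read.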
Tb PFK inh – inhibitors of T. brucei phosphofructokinase | T. brucei PFK, ADP-Glo luminescence | 330,000 tested, 0.17% active | O15648 | Potency, µM (highest dose often 57.5 µM), for inactives: top-dose activity, negative = inhibition, usual class: inhibitors | AID 485367;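 further: potency means the concentration at half of the fitted maximal effect; 0% = uninhibited 1x PFK enzyme wells and -100% = no-enzyme wells; nearly all actives have a fitted effect of over 60% in size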
Target sequence (O15648 whole entry, looked up): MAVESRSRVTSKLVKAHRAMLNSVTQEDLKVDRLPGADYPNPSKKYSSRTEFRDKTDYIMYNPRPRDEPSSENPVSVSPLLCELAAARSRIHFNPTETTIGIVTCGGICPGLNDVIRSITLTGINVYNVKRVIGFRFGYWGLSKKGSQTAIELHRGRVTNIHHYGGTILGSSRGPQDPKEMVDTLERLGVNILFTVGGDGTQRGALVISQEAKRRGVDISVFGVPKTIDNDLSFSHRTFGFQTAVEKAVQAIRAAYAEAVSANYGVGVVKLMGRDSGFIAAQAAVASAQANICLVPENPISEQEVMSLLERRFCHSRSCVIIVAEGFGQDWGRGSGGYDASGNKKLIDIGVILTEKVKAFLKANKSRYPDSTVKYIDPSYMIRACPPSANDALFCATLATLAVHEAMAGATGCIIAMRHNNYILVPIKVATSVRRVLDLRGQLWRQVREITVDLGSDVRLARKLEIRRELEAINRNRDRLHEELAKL
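Activity is normalized to no-enzyme wells (full inhibition) and 1.25 nM enzyme wells (no inhibition). Reaction: 0.5 mM F6P, 0.1 mM ATP, 45 min RT, ADP-Glo luminescence; concentration-response curves fitted and classed by quality.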
ELG1 genotoxic – genotoxicity induction in ELG1-luciferase HEK293T cells; Potency, µM (top dose mostly 46 µM), for the others: at the top dose activity change, positive = activation, actives largely listed as activators; HEK293T ELG1-luciferase reporter, luminescence, 16 h; AID 504466; 330,000 tested, 1.3% active; further: potency means the concentration at half of the fitted maximal effect; % of control where 0% means no effect; nearly all actives have a fitted effect of over 60% in size
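16 hr compound incubation (37 °C, 5% CO2) of HEK293T cells carrying luciferase-tagged ELG1; luciferase then measured by ONE-Glo luminescence after 30 min at RT.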
BRCA1 expr act – BRCA1 expression activation; MCF7-BRCA1-FFLuc reporter, luminescence, 48 h; response scale: scaled: vehicle 0%, 10 µM genistein 100%; Potency, µM (titrated, usually from 46.1 µM), inactives show top-dose activation, hits mostly activators; 380,000 tested, 1.1% active; further: potency means the concentration at half of the fitted maximal effect; nearly all actives have a fitted effect of over 80% in size; some results filed as inactive show a strong effect at the top dose
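Compounds are tested at multiple concentrations on MCF7 BRCA1-luciferase reporter cells seeded at 2000 per well; after 48 h, a single luminescence end-point is taken and curves fitted to the normalized data.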
p53 reactivation – re-activators of mutant p53; H1299 p53-A138V BP100-luciferase reporter, luminescence, 24 h; Potency, µM (doses to about 92.2 µM), without a hit: top-dose activity change, positive = activation, most hits filed as activators; 320,000 tested, 0.063% active; AID 504706; further: potency means the concentration at half of the fitted maximal effect; % of control where 0% means no effect; nearly all actives have a fitted effect of over 45% in size
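H1299 (p53-null), stable ts p53-A138V + BP100-Luc; 1000 cells/well, Opti-MEM/10% FBS; cpd 4 pt, 1:5; 24 h, 37 deg C, 5% CO2; detection reagent 10 min RT; luminescence.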
Rab9 promoter act – activators of Rab9 promoter; Potency, µM (highest dose often 9.22 µM), inactives show at the highest dose activation, negative = inhibition, actives largely listed as activators; 320,000 tested, 2.8% active; Huh7 Rab9 promoter-luciferase reporter, luminescence, 24 h; further: potency means the concentration at half of the fitted maximal effect; % of control where 0% means no effect; nearly all actives have a fitted effect of over 60% in size
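Luminescence read-out: Huh7 cells stably expressing Rab9-luciferase, treated 24 h with compound at 37 °C, then lysed with luciferase reagent for 10 min at ambient before reading.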
VP16 counter – inhibits Gal4-VP16 luciferase reporter, ROR gamma counter-screen; Drosophila S2 Gal4-VP16 UAS-luciferase, luminescence, 20 h; Potency, µM (series often up to 53.6 µM), for inactives: at the top dose activity, negative = inhibition, actives largely listed as inhibitors; 310,000 tested, 3.5% active;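 further: Gal4-VP16 expression switched on by copper sulfate through the metallothionein promoter; potency means the concentration at half of the fitted maximal effect; on the % scale 0 is the no-effect control and ±100 the full control effect; nearly all actives have a fitted effect of over 50% in size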
* marks the source's active call; other numbers are inactive results; ? = inconclusive; · = no result given. Unless noted, the call rests on the fitted dose curve; in most records, active means well fitted curve in the direction sought with a large enough effect; inconclusive means small, poorly fitted or top-dose-only effect, or another doubt; inactive means no such curve, though single readings can be large; an effect the other way counts as inactive or inconclusive.

structure	ELG1 DNA repair	NPC1 prom act	RORg inh	TRPV1 agonist	FLuc counter	Tb PFK inh	ELG1 genotoxic	BRCA1 expr act	p53 reactivation	Rab9 promoter act	VP16 counter
COc1ccccc1C1NC(=O)CS1 (configuration not stated)	?	17%	5%	1	-3%	1%	-8%	-26%	-3%	9%	-3%
COc1ccccc1NC(=O)c1nn(C)c(C(=O)Nc2ccccc2OC)c1[N+](=O)[O-]	6%	0%	-3%	0	0%	-8%	-2%	-39%	-4%	13%	-9%
Cn1c(Cc2ccccc2)nnc1SCC(=O)Nc1ccccc1	?	0%	13%	-1	-3%	-2%	-2%	22%	-3%	2%	4%
Cc1cc(=O)oc(C)c1C(=O)NCCCN1C(C)CCCC1C (configuration not stated)	-5%	-1%	-9%	0	8%	0%	2%	-14%	-11%	-6%	0%
CCN(CC)S(=O)(=O)c1ccc(Oc2cccc(C(C)=O)c2)nc1	?	2%	-9%	-6	2%	0%	2%	-15%	24%	5%	?
CCN(CC)CCNC(=O)Cn1cnc2sc(C)c(S(=O)(=O)N3CCN(c4ncccn4)CC3)c2c1=O	14%	-1%	18%	1	0%	1%	1%	-11%	-1%	0%	-1%
COc1ccc(NC(=O)CN(C)C(=O)C2=COCCO2)cc1	16%	-3%	·	-1	-1%	-5%	-1%	-4%	-5%	-5%	·
O=C(COC(=O)c1cccc(C(=O)OCC(=O)NC2CCCCC2)n1)NC1CCCCC1	12%	-5%	-17%	0	2%	2%	-1%	10%	1%	-3%	-4%
Cc1cc(C(=O)OCC(=O)Nc2cc(C)on2)c2ccccc2n1	5%	0%	0%	2	4%	0%	1%	-14%	3%	0%	1%
Cn1c(C(=O)OC(C(=O)NC2CCCCC2)c2cccnc2)cc2sccc21 (configuration not stated)	?	1%	1%	-16	-1%	3%	0%	-24%	-5%	5%	4%

Compound profiles, as listed above. Values in the order: ELG1 DNA repair, NPC1 prom act, RORg inh, TRPV1 agonist, FLuc counter, Tb PFK inh, ELG1 genotoxic, BRCA1 expr act, p53 reactivation, Rab9 promoter act, VP16 counter
Listed for `Cc1cc(C(=O)OCC(=O)Nc2cc(C)on2)c2ccccc2n1` = 5%, 0%, 0%, 2, 4%, 0%, 1%, -14%, 3%, 0%, 1%
Listed for `CCN(CC)CCNC(=O)Cn1cnc2sc(C)c(S(=O)(=O)N3CCN(c4ncccn4)CC3)c2c1=O` = 14%, -1%, 18%, 1, 0%, 1%, 1%, -11%, -1%, 0%, -1%

More results follow:
structure	ELG1 DNA repair	NPC1 prom act	RORg inh	TRPV1 agonist	FLuc counter	Tb PFK inh	ELG1 genotoxic	BRCA1 expr act	p53 reactivation	Rab9 promoter act	VP16 counter
CCC(C(=O)OCC(=O)NC(=O)c1ccccc1OC)c1ccccc1 (configuration not stated)	-20%	1%	·	16	?	-1%	-1%	1%	0%	-2%	·
COC(=O)c1ccc(C2C(C(=O)c3ccc(C)o3)=C(O)C(=O)N2c2cc(C)on2)cc1 (configuration not stated)	-1%	-14%	0%	1	2%	-1%	0%	12%	-3%	2%	4%
CC(=O)Nc1scc(-c2ccccc2)[n+]1-c1ccc(C)cc1	-24%	1%	-18%	4	-14%	-5%	-7%	2%	10%	-4%	-20%
Cc1nc2c(C)cccn2c(=O)c1NC(=O)c1cccc2ccccc12	-11%	-1%	·	-4	0%	18%	1%	-11%	?	-2%	·
CC(C)N1C(=O)c2ccccc2C1C(=O)NC1CCCCCC1 (configuration not stated)	5%	1%	-15%	0	0%	-1%	1%	-1%	-9%	1%	-8%
O=C(CN1C2CCCC1CC(NC(=O)C1CCCCC1)C2)Nc1ccccc1C(F)(F)F (configuration not stated)	15µM*	-7%	?	-2	2%	-4%	-15%	-50%	-7%	1%	?
O=C(Nc1cccc(F)c1)C1CCCN(S(=O)(=O)c2cnc[nH]2)C1 (configuration not stated)	14%	-5%	-18%	2	1%	1%	0%	0%	7%	-3%	4%
COc1ccc(NC(=O)CSc2nc(C)c3c(c2C#N)CCCC3)cc1	7%	-3%	-15%	3	-1%	-1%	-1%	1%	3%	-11%	-3%
CCN(C(=O)C1CCCN1S(=O)(=O)c1cccc2nsnc12)c1ccccc1 (configuration not stated)	-6%	-1%	-4%	2	-3%	2%	-3%	-14%	-4%	-8%	4%
CCOCCCNC(=O)C(NC(=O)c1ccc2c(c1)OCO2)c1ccc(OC)cc1 (configuration not stated)	0%	2%	24%	9	0%	-8%	-3%	-5%	-8%	5%	4%

(list continues)
structure	ELG1 DNA repair	NPC1 prom act	RORg inh	TRPV1 agonist	FLuc counter	Tb PFK inh	ELG1 genotoxic	BRCA1 expr act	p53 reactivation	Rab9 promoter act	VP16 counter
COc1ccc(C(CNC(=O)Cc2cccs2)N(C)C)cc1 (configuration not stated)	11%	0%	7%	0	0%	2%	17%	7%	-1%	0%	-10%
COc1ccc(CNC(=O)CN2CCN(c3ccc(F)cc3)CC2)cc1	-28%	0%	12%	10	0%	-10%	1%	2%	-2%	-5%	-1%
CC(=O)c1cccc(NC(=O)Nc2ccc3c(c2)CCC3)c1	?	?	7.1µM*	?	2.4µM*	2%	13%	7.1µM*	7%	?	7.9µM*
Cc1cccc(N2CCN(C(=S)Nc3ccc4nc(N5CCN(C)CC5)cc(C)c4c3)CC2C)c1 (configuration not stated)	12%	-7%	?	-1	5%	-3%	?	0%	0%	-11%	?
CCOc1ccc(N2C(=O)CN(O)C=C3N=c4ccccc4=C32)cc1	?	-11%	0%	-3	-10%	6%	-12%	·	-1%	1%	-7%
CCOC(=O)c1ccc[n+](CC(=O)c2ccccc2)c1	1%	-2%	-7%	1	6%	-1%	0%	-5%	2%	-1%	7%
Oc1ccc2ccccc2c1C=NC12CN3CCN(CN(C3)C1)C2	-1%	-3%	-41%	·	4%	1%	1%	-37%	-7%	12%	7%
NC(Cc1ccc2nonc2c1)C(=O)O (configuration not stated)	4%	-1%	-39%	2	6%	4%	-5%	14%	-4%	1%	2%
O=C(N1CCN(Cc2ccc3c(c2)OCO3)CC1)C12CC3CC(CC(C3)C1)C2	?	-1%	10%	?	1%	-3%	-4%	0%	5%	3%	1%
CNC(=O)NC(=O)CSc1nnc(C(F)(F)F)n1C	0%	-3%	-4%	1	5%	1%	1%	5%	7%	-6%	-6%

Remaining list, next part
structure	ELG1 DNA repair	NPC1 prom act	RORg inh	TRPV1 agonist	FLuc counter	Tb PFK inh	ELG1 genotoxic	BRCA1 expr act	p53 reactivation	Rab9 promoter act	VP16 counter
COc1ccc(OC)c2[nH]c(C(=O)O)cc12	0%	-5%	3%	1	4%	2%	6%	5%	-2%	0%	-1%
COc1ccccc1OC(=O)C1CC(=O)N(c2ccc(Cl)cc2)C1 (configuration not stated)	10%	-1%	-2%	0	1%	0%	2%	0%	-18%	9%	-12%
CC(=O)n1nc(-c2cccnc2)nc1NCc1cccs1	-1%	1%	-10%	2	2%	4%	6%	21%	-5%	-10%	-3%
C=CCC(=O)N1CCCC(C(=O)c2ccc(Cl)cc2)C1 (configuration not stated)	-5%	-1%	8%	8	3%	1%	0%	5%	-2%	-3%	6%
CC(=O)Nc1cccc(NC(=O)COc2ccc3c(c2)OCO3)c1	?	5%	3%	5	9.5µM*	-1%	9%	11%	?	28%	-19%
C=CCn1c(CCC(O)COCCCCC)n[nH]c1=S (configuration not stated)	8%	-1%	?	-1	-3%	13%	0%	-6%	0%	1%	-7%
Cc1nn(Cc2c(Cl)cccc2Cl)c(C)c1NC(=O)c1cnn2c(C(F)F)cc(-c3ccccc3)nc12	?	-9%	-36%	11	4%	-1%	7%	-15%	-15%	-6%	-1%
CC(=O)Nc1ccc(NC(=O)c2cc(=O)c3cc(C)c(C)cc3o2)cc1	-14%	-1%	-18%	1	2.7µM*	0%	5%	9%	9%	3%	7%
Cc1nn(Cc2noc(C(=O)NCc3ccc4c(c3)OCO4)n2)c(C)c1Br	-4%	0%	20%	?	1%	-4%	-7%	-19%	-1%	-2%	-10%
CC(C)(C)OC(=O)C[C@@H]1C/C=C\C[C@@H](CC(=O)N(CCO)Cc2ccccc2)C(=O)N[C@@H](c2ccccc2)COC1=O	15µM*	·	·	·	·	0%	-8%	-4%	-5%	·	·
Cc1cnc(CNC(=O)c2ccc3oc(Cc4ccc(Cl)cc4)nc3c2)cn1	?	0%	38%	-6	-4%	?	-8%	-4%	-10%	0%	2%
